High-throughput results: PubChem, The Scripps Research Institute Molecular Screening Center
CHRM1 antagonist: blocks human M1 muscarinic receptor. P11229. CHO-K1 hM1, Fluo-8 calcium fluorescence, ACh EC80 antagonist. inhibition, % at 3 µM. 1.3% of 360,000 active;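 active means percent inhibition above its own plate's cutoff, namely the mean of that plate's compound wells plus 3 SD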;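 further: peak over basal fluorescence ratio during 140 s after agonist addition; 0% = ACh EC80 plus DMSO and 100% = DMSO alone without agonist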
Target sequence (P11229 whole entry, looked up): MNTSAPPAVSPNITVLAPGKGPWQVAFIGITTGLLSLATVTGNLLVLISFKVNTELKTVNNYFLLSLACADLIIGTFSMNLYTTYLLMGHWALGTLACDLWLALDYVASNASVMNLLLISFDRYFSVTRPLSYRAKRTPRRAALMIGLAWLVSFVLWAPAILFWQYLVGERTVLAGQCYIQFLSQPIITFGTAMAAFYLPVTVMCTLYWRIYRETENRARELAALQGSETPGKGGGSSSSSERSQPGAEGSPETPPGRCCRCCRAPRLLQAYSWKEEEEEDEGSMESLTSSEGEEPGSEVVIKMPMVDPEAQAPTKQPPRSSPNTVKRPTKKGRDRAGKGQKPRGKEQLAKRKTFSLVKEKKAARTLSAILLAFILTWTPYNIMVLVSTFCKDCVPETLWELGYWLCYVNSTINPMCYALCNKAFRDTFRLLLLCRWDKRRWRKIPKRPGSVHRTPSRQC
OXTR ag: human OXTR agonism; P30559; CHO-OTR cells, Fluo-8 calcium fluorescence; normalized: DMSO 0%, oxytocin 100%; activation, % at 3 µM; 0.32% of 320,000 active;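 active means activation above the mean of all tested compounds plus 3 SD, cutoff set per screening run, cut at about 20% in these data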;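 further: peak over basal fluorescence ratio from a 100 s FLIPR kinetic read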
CHRM1 PAM: human CHRM1 positive allosteric modulation. activation, % at 3 µM. P11229. CHO-K1 hM1, Fluo-8 calcium fluorescence, ACh EC20; 0% = ACh EC20, 100% = maximal ACh. 0.088% of 360,000 active; in the data active means activation above about 19%, passing the limit was not always enough
TAAR1 antagonist: human TAAR1 antagonism. Q96RJ0. CHO RD-HGA16 TAAR1, Fluo-8 calcium fluorescence, antagonist. inhibition, % at 3 µM. 1.5% of 360,000 active. AID 624466;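 active means inhibition above a per-plate cutoff, the mean inhibition of test compounds on that plate plus 3 SD, cut at about 49% in these data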;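 further: 0% = DMSO plus EC80 beta-PEA response and 100% = DMSO alone without agonist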
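Test system: CHO RD-HGA16 cells bearing hTAAR1 | Reagent: β-PEA, EC80 | Compound dosing: 3 µM, single point | Schedule: Dye loading 75 min at 37 °C, then 30 min room temperature | Signal: Calcium fluorescence with Fluo-8 | Evaluation: Percent inhibition of PEA-evoked calcium signal, max/basal emission ratio | Control set: DMSO-only wells and EC80 β-PEA-stimulated wells | Repeats: Singlicate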
OXTR potentiate: human OXTR potentiation | CHO-OTR cells, Fluo-8 calcium fluorescence, potentiator mode; 0% = oxytocin EC15, 100% = EC100 | activation, % at 3 µM | 0.061% of 320,000 active | P30559 | AID 2445;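 active means activation above that plate's cutoff, the mean activation of tested compounds plus 3 SD, cut at about 6.6% in these data, passing the limit was not always enough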;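 further: 100% uses oxytocin at 75 nM as the full agonist control; some results filed as inactive read as strong as hits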
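test system = CHO-OTR cells, human receptor | compound = single-point 3.0 µM | schedule = 6 min compound pre-incubation at room temperature, 100 s kinetic read | signal = Fluo-8 no-wash calcium dye fluorescence, excitation 470-495 nm, emission 515-575 nm | repeats = single well per compound, singlicate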
V1R ag counter: activates human V1a receptor in oxytocin agonist counter-screen; P37288; CHO-V1R cells, Fluo-8 calcium fluorescence, agonist mode; 0% DMSO, 100% 3 nM vasopressin; activation, % at 3 µM; 0.25% of 320,000 active; AID 2797;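 active means activation above the mean activation of all tested compounds plus 3 SD, per screening run, cut at about 20% in these data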;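 further: signal is peak over basal fluorescence ratio across a 100 second FLIPR read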
Target sequence (P37288 whole entry, looked up): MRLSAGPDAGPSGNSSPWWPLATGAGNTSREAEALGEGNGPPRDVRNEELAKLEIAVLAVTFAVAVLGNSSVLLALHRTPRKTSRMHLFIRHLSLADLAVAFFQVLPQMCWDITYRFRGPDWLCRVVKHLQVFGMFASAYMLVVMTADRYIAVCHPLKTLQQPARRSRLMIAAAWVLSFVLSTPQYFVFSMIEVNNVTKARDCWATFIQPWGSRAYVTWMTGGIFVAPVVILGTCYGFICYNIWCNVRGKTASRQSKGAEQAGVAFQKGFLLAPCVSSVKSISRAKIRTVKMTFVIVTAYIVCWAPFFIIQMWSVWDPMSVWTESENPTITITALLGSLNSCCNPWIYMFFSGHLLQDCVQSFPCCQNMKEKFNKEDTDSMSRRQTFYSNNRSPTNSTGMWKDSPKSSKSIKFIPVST
TAAR1 agonist: agonists of human TAAR1 | activation, % at 3 µM | CHO RD-HGA16 TAAR1, Fluo-8 calcium fluorescence; vehicle wells 0%, saturating PEA agonist 100% | 0.99% of 360,000 active | Q96RJ0;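 active means activation above the mean activation of all test compounds in the run plus 3 SD, cut at about 38% in these data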
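System: CHO RD-HGA16 cells carrying human TAAR1 plus Gα16; Incubation: 17-24 h seeding, 75 min 37 °C dye, 30 min RT; Measured by: Fluo-8 fluorescence, 5 s baseline then 140 s kinetic read; Control set: DMSO and PEA EC100; Replication: single well for each compound.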
M1 ag: human M1 muscarinic receptor agonism; P11229; CHO-K1 hM1, Fluo-8 calcium fluorescence, agonist mode; 0% DMSO, 100% acetylcholine EC100; activation, % at 3 µM; 0.33% of 360,000 active;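 active means activation above the run's mean compound activation plus 3 SD, cut at about 16% in these data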;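 further: peak over basal fluorescence ratio within a 140 s kinetic read after compound addition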
CHO parental Ca: counter-screen for OX1R antagonists: effect in parental CHO cells; parental CHO-K1, ATP-induced calcium, Fluo-8 fluorescence; inhibition, % at 5.6 µM; 0.63% of 330,000 active; AID 463079;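 active means inhibition above that plate's mean sample inhibition plus 3 SD, cut at about 26% in these data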;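 further: 0% = ATP-challenged DMSO wells and 100% = DMSO wells without ATP; some compounds past the cut are filed as inactive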
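test system = CHO parental line | reagent = ATP stimulus | measured by = intracellular calcium via Fluo-8 no-wash fluorescent dye | control set = ATP and no-ATP DMSO wells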
Numbers without * were called inactive; x = not tested or not shown.

No.	Molecule	CHRM1 antagonist	OXTR ag	CHRM1 PAM	TAAR1 antagonist	OXTR potentiate	V1R ag counter	TAAR1 agonist	M1 ag	CHO parental Ca
1	CCCCCCC(=O)N/N=C/c1ccc(Br)cc1	-14.0	-2.1	6.7	-25.2	-5.5	-0.6	9.1	-5.7	-6.1
2	Cc1cccc(NC(=O)CSc2cc(C(=O)c3nccn3C)c3ccccc3n2)c1	-6.8	-0.5	5.7	-3.0	-5.8	-0.1	5.2	-4.7	-12.8
3	NC(=O)c1ccc2c(c1)S(=O)(=O)c1ccccc1C2=O	5.9	-0.3	3.0	2.4	-7.8	2.5	1.8	-2.9	-12.5
4	O=C(CN1C(=O)NC2(CCCCCC2)C1=O)Nc1cccc(F)c1	0.7	-0.2	5.8	-11.6	-7.6	1.4	15.6	0.3	-3.7
5	COc1cccc(Cn2nnc(C(=O)NCc3ccccc3Cl)c2N)c1	-18.0	3.9	12.8	16.9	-7.7	4.7	6.4	3.3	-3.8
6	CC1(C)C2([N+](=O)[O-])CN3CC1([N+](=O)[O-])CN(C2)C3c1ccc(O)c(O)c1 (stereo not drawn)	-11.9	0.5	4.7	-7.6	-17.1	0.7	1.0	0.3	7.5
7	c1cc2c3c(cccc3c1)C(N1CCOCC1)=N2	-10.0	0.4	9.0	18.5	3.8	0.9	-0.5	-2.5	-6.4
8	Cc1cccc(C)c1NC(=O)C1CC2CCC1C2 (stereo not drawn)	-9.9	-2.7	7.5	-34.0	-5.7	-0.9	0.5	-6.0	-14.1
9	Cc1ccc(NC(=O)CCC(=O)c2cc(C)sc2C)nc1	-13.5	-1.4	8.7	-19.2	-3.9	-0.8	-0.3	-3.5	-20.1
10	O=C1CC(NNC(=O)c2ccc(Br)cc2)C(=O)N1 (stereo not drawn)	-2.4	0.9	3.1	-4.4	-7.5	0.8	9.6	-2.4	8.8
11	COCCCNC(=O)CN(c1cc(OC)ccc1OC)S(=O)(=O)c1ccccc1	-20.1	-1.5	0.9	-1.0	-4.1	-1.0	5.3	-1.7	-0.6
12	CSc1ccccc1NC(=O)CN(C)C(=O)C1CC(=O)N(C(C)c2ccccc2)C1 (stereo not drawn)	13.8	-0.4	-3.7	-2.1	-4.6	0.2	2.5	-4.0	-12.0
13	O=C(CSc1nnnn1-c1ccc2c(c1)OCCO2)N1CCN(C(=O)c2ccco2)CC1	-4.3	-0.3	9.7	4.1	-3.8	0.2	2.6	-3.7	-8.5
14	CC(=O)c1ccc(N2C(=NC(=O)C3CCCO3)SC3CS(=O)(=O)CC32)cc1 (stereo not drawn)	-8.0	-1.2	7.7	-9.1	-10.3	-0.1	13.1	-3.3	2.3
15	CC(Sc1ccc(Cl)cc1)C(=O)NNC(=O)c1ccccc1O (stereo not drawn)	-4.2	0.8	-0.1	-3.4	-8.4	2.5	0.3	1.5	-10.9
16	O=C(Nc1cccc2ncccc12)c1ccc(Br)c([N+](=O)[O-])c1	-5.5	2.1	5.8	17.9	-3.2	3.1	24.4	-2.7	-10.2
17	Cc1nc(C)c(C(=O)OCC(=O)N(C)c2ccccc2)s1	-13.5	x	9.3	-10.5	x	x	-0.1	-1.6	x
18	CC(C)Cn1c(=O)c2c(c3ccccc31)OC(C)C(=O)N2 (stereo not drawn)	0.8	x	-2.1	7.3	x	x	3.2	-1.7	x
19	O=C(CN1CCC(O)(c2ccc3c(c2)OCO3)CC1)NC1CCCCC1	-3.4	0.9	5.7	-22.2	-0.5	0.0	2.6	-3.8	-10.6
20	O=C(c1ccco1)N1CCN(C(=O)c2cccc3c2C(=O)N(C2CCCCC2)C3)CC1	-0.7	-0.5	8.7	0.4	-3.9	-1.0	0.3	-7.3	-3.0
21	COc1ccc2c(C(=O)NCc3ccc4c(c3)OCO4)c(-c3ccc(S(C)(=O)=O)cc3)sc2c1	-6.2	0.7	8.7	63.6*	-7.3	1.5	21.0	2.8	-2.1
22	CCOc1ccc(NC(=O)C2CCN(S(=O)(=O)c3c(C)noc3C)CC2)cc1	3.2	-0.3	-1.3	-17.4	-5.8	0.6	1.7	-3.0	-14.4
23	CCN(CC)C(=O)N1CCN(c2c([N+](=O)[O-])c(=O)oc3ccccc23)CC1	-7.7	0.9	6.6	-6.4	-1.3	1.1	16.3	-4.5	-4.4
24	Cn1nnnc1SCC(=O)NNC(=O)c1ccc(Cl)cc1	0.8	0.1	7.0	-7.2	-7.8	0.8	1.4	-3.3	-4.8
25	COc1ccc(CCNC(=O)CN(c2ccccc2)S(C)(=O)=O)cc1	-3.1	1.6	8.0	11.9	-10.1	0.9	5.5	-8.4	-13.1
26	O=C(C1CCCCCC1)N1CC[C@@H](N2CCC(O)CC2)[C@H](O)C1	-14.6	1.4	6.2	1.7	-0.6	0.4	3.8	-8.7	-6.8
27	c1ccc(Oc2nc(-c3ccccn3)nc3ccccc23)cc1	-1.0	-2.8	6.0	-52.0	-8.0	-1.8	0.0	-4.1	-7.5
28	Cc1ccc(S(=O)(=O)N(Cc2cc3ccccc3[nH]c2=O)c2cccc(C)c2)cc1	-4.9	-0.8	4.5	-9.4	-6.9	0.8	-1.9	1.2	-13.9
29	COc1ccccc1Oc1nc(C)c(C(C)=O)cc1C#N	0.1	-2.2	9.1	13.6	-22.1	-1.0	12.4	-7.9	-20.9
30	Cc1cnc(NS(=O)(=O)c2ccc(N)cc2)nc1-c1ccccc1O	-6.3	x	12.9	-20.8	x	x	1.0	-3.0	x
31	Cc1ccc(S(=O)(=O)N2CCN(c3ncnc4c3cnn4-c3ccccc3)CC2)cc1	-4.2	1.0	1.8	12.5	-0.9	1.5	2.8	-2.2	-9.2
32	Cc1cc2c(cc1S(=O)(=O)NCc1ccc(Cl)cc1)OCC(=O)N2	-5.3	-0.3	6.7	-7.2	-8.1	2.6	4.9	1.7	8.0
33	CCn1c(=O)c([N+](=O)[O-])c(N2CCOCC2)c2ccccc21	-6.5	-1.5	7.2	-2.9	1.3	-0.8	0.1	-5.4	10.0
34	Cc1ccnc(NC(=O)CNC(=O)C23CC4CC(CC(C4)C2)C3)c1	-12.6	1.6	17.7	-16.3	5.1	0.8	4.0	-0.3	-8.6
35	CNS(=O)(=O)c1ccc(C(=O)NCC(=O)NC(C)c2cccs2)cc1 (stereo not drawn)	-6.9	1.2	3.7	-13.9	-4.4	0.9	1.6	-2.4	-3.4
36	CC(C)CC(N)c1csc(Nc2cc(Oc3ccccc3)ncn2)n1 (stereo not drawn)	-3.5	x	-4.6	9.7	x	x	22.3	-5.7	x

Structural class, those above containing bromine (three)
No.	Molecule	CHRM1 antagonist	OXTR ag	CHRM1 PAM	TAAR1 antagonist	OXTR potentiate	V1R ag counter	TAAR1 agonist	M1 ag	CHO parental Ca
1	CCCCCCC(=O)N/N=C/c1ccc(Br)cc1	-14.0	-2.1	6.7	-25.2	-5.5	-0.6	9.1	-5.7	-6.1
10	O=C1CC(NNC(=O)c2ccc(Br)cc2)C(=O)N1 (stereo not drawn)	-2.4	0.9	3.1	-4.4	-7.5	0.8	9.6	-2.4	8.8
16	O=C(Nc1cccc2ncccc12)c1ccc(Br)c([N+](=O)[O-])c1	-5.5	2.1	5.8	17.9	-3.2	3.1	24.4	-2.7	-10.2

Next section:
No.	Molecule	CHRM1 antagonist	OXTR ag	CHRM1 PAM	TAAR1 antagonist	OXTR potentiate	V1R ag counter	TAAR1 agonist	M1 ag	CHO parental Ca
37	COCCN=C1Sc2nc3c(C)cccc3cc2CN1Cc1ccco1	-5.5	-1.4	5.5	5.5	-12.0	-0.7	-1.1	-2.9	-34.4
38	COCCC(=O)N1CCC(Oc2ccc(C(=O)NC3CCCCC3)cc2)CC1	-6.7	0.4	4.3	-0.2	-6.2	1.2	0.5	-4.0	-14.2
39	CC1=C([N+](=O)[O-])C(c2ccc(Cl)cc2)NC(=O)N1C (stereo not drawn)	-15.7	-1.1	14.4	7.2	5.6	0.4	-0.4	-3.3	-5.1
40	CCCCC(=O)Nc1cc(OC)c(NC(=S)Nc2ccc(OC)cc2)cc1OC	-9.3	x	11.2	18.3	x	x	2.9	0.9	x
41	Cc1ccc(/C=N/NC(=O)c2cc(C3CC3)nc3ccccc23)o1	-2.5	-1.0	7.3	-0.8	-3.0	0.5	-0.8	-4.3	-28.5
42	CNc1sc(C(=O)c2ccc(F)cc2)c(N)c1-c1nc2ccccc2s1	9.2	3.2	4.8	7.7	2.4	0.5	7.6	-1.0	-9.7
43	NS(=O)(=O)c1ccc(NC(=O)CSc2nnc(NC3CC3)s2)cc1	-6.2	x	4.8	-0.8	x	x	0.3	-1.9	x
44	CC(OCC(O)CN1CCN(S(=O)(=O)c2ccc(Cl)cc2)CC1)c1ccc(Cl)cc1 (stereo not drawn)	4.7	x	0.4	16.5	x	x	2.7	-0.1	x
45	COc1cccc(-c2cc3c(=O)n(-c4ccccc4)c(=S)[nH]c3s2)c1	-28.6	-1.8	6.5	-2.4	-14.8	-0.5	4.7	-3.7	1.3
46	Cc1ccc(C)c(OCc2cc(C(=O)N3CCN(C4CCCCC4)CC3)no2)c1	0.7	x	-8.1	0.7	x	x	3.9	-1.5	x
47	Cc1ccc(-c2nn(-c3ccccc3)cc2C(=O)NCCCN2CCOCC2)cc1	1.7	0.7	2.1	-19.8	-9.8	1.2	1.9	-3.7	-17.7
48	CC(=O)c1cnc2nc(SCc3ccccc3)nn2c1C	-24.4	-0.5	15.6	-8.1	-6.8	0.7	1.3	-2.6	-8.5
49	CSc1n[nH]c(=O)n1C1CCCCC1	3.5	-0.5	-1.2	-41.1	1.6	-1.8	4.3	-6.3	-21.5
